# NALP1 yeast inh – inhibitors of NALP1 inflammasome in yeast | S. cerevisiae NALP1/ASC/caspase-1 growth, X-gal OD620, 72 h | inhibition, % at 10 µM | actives 0.61% (n = 280,000); in the data active = inhibition mostly above about 24%, no sharp cut-off; inactive = mostly below about 32%; also: some compounds called inactive have numbers as strong as hits
# V1aR counter – V1a receptor agonism, counter-screen for OXTR agonists; CHO-V1R cells, Fluo-8 calcium fluorescence, agonist mode; 0% DMSO, 100% 3 nM vasopressin; activation, % at 3 µM; actives 0.25% (n = 320,000); P37288; AID 2797;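 active = activation above the mean activation of all tested compounds plus 3 SD, per screening run, cut at about 20% in these data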;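 also: signal is peak over basal fluorescence ratio across a 100 second FLIPR read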
# OXTR agonist – agonists of human oxytocin receptor. activation, % at 3 µM. actives 0.32% (n = 320,000). CHO-OTR cells, Fluo-8 calcium fluorescence; normalized: DMSO 0%, oxytocin 100%. AID 2435;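 active = activation above the mean of all tested compounds plus 3 SD, cutoff set per screening run, cut at about 20% in these data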;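 also: peak over basal fluorescence ratio from a 100 s FLIPR kinetic read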
# MEKK3 PB1 HTS – MEKK3-MEK5 PB1 interaction, increase or decrease; binding response (% of control), % at 10 µM; actives 1.4% (n = 290,000); bead-based flow cytometry, Alexa488-MEK5 binding to MEKK3; actives lie on both sides; 0 = blocked by unlabeled MEK5, 100 = vehicle; AID 1529; Q99759;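 active = binding response more than 3 SD above or below the average of its plate-row segment, actives on both sides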;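 also: Alexa488 bead fluorescence after subtracting the streptavidin-only scavenger bead signal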
# Target sequence (Q99759 whole entry, looked up): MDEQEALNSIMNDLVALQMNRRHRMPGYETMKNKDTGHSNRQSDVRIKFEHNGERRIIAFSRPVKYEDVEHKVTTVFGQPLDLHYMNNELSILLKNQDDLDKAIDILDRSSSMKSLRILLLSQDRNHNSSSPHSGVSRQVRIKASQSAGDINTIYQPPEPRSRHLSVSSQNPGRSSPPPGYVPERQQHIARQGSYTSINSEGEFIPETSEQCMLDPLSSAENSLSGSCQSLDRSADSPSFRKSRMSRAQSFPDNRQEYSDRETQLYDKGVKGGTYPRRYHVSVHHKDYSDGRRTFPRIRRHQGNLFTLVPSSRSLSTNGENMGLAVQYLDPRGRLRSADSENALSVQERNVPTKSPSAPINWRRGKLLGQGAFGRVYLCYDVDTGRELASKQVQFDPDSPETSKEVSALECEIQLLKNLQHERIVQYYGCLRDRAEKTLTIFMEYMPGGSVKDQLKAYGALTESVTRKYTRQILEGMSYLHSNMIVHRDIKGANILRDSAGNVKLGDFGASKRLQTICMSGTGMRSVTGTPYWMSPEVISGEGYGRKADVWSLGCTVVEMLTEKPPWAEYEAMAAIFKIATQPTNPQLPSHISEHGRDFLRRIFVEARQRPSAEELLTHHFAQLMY
# GalR3 antagonist – human GalR3 antagonism; inhibition, % at 3 µM; O60755; actives 0.44% (n = 360,000); HEK293 GalR3-CNG cAMP membrane potential fluorescence; galR3 body fused to GalR1 C-terminus;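 active = inhibition above the screen-wide average plus 3 SD, cut at about 13% in these data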;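 also: forskolin and galanin both at EC90 stimulate the cells; cAMP rise reported by CNG channel membrane potential dye signal; 0% = forskolin plus galanin with DMSO and 100% = forskolin alone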
# Target sequence (O60755 1-299 limits assumed): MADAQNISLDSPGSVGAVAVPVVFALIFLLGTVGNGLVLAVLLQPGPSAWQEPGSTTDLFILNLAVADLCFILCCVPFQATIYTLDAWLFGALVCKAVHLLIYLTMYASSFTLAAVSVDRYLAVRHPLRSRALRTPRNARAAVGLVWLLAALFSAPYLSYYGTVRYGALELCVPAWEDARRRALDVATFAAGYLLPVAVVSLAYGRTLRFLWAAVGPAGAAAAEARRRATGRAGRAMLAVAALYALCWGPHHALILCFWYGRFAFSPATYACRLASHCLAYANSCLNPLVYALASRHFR
# MEKK2 mut-MEK5 – signal of MEK5 binding to mutant human MEKK2 PB1 domain; bead flow cytometry, Alexa488-MEK5 binding to MEKK2 mutant; percent response, % at 10 µM; actives 0.35% (n = 290,000); in the data active = percent response above about 24%, passing the limit was not always enough; also: inactives centre near 1; some results filed as inactive read as strong as hits; reference of the scale not given here
# PHOSPHO1 block – blocks human PHOSPHO1 phosphatase activity; AID 1565; recombinant PHOSPHO1, absorbance phosphatase assay; actives 1.1% (n = 290,000); inhibition, % at 13.3 µM; in the data active = inhibition above about 60%
# MEKK2 WT-MEK5 – raises or lowers MEK5 binding to wildtype human MEKK2 PB1 domain. AID 1531. binding response (% of control), % at 10 µM. Q9Y2U5. actives 1.1% (n = 290,000). bead flow cytometry, Alexa488-MEK5 binding to MEKK2 WT; actives lie on both sides; in the data active = binding response below about 67% or above about 130%
# GPR7 antag – blocks human GPR7 receptor signaling | P48145 | GPR7-expressing cells, fluorescence antagonist assay | inhibition, % at 4.4 µM | actives 1.1% (n = 290,000) | AID 1861; in the data active = inhibition above about 16%, passing the limit was not always enough;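 also: cells stimulated with the agonist NPW; 0% = agonist with vehicle and 100% = vehicle without agonist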
# An asterisk follows results filed as active; x = not tested or not shown.
SMILES,NALP1 yeast inh,V1aR counter,OXTR agonist,MEKK3 PB1 HTS,GalR3 antagonist,MEKK2 mut-MEK5,PHOSPHO1 block,MEKK2 WT-MEK5,GPR7 antag
Cc1ccccc1-n1c(SCC(=O)Nc2ccccc2)nc2nc3c(cc2c1=O)CCCC3,20.4,1.2,0.1,106.0,-9.4,1.0,-11.7,103.0,-5.8
CCCCC(=O)Nc1cc(NC(=O)CC)ccc1Cl,-5.0,0.2,-1.3,99.0,-1.3,2.0,-2.0,102.0,-3.7
O=C(N/N=C/c1ccccc1C(=O)O)c1ccncc1,1.4,0.1,0.2,103.0,-10.2,6.0,33.9,104.0,-5.6
CCCCCCn1c(COc2ccccc2F)nnc1SCC(=O)c1c(N)n(C)c(=O)n(C)c1=O,28.0,0.9,-1.3,107.0,3.7,4.0,9.8,95.0,-8.2
C=CCSc1nc(C)cc(C(=O)OCC)c1C#N,20.2,-1.5,-3.2,81.0,-3.7,-20.0,25.4,87.0,-20.1
Cc1c(NS(=O)(=O)CC23CCC(CC2=O)C3(C)C)c(=O)n(-c2ccccc2)n1C (configuration not stated),-2.9,-0.9,0.2,98.0,-1.6,1.0,-11.4,100.0,-9.7
CCC(=O)Nc1ccc(C(=O)Nc2cccc(OC)c2)cc1,29.4,2.4,0.7,102.0,-0.7,6.0,13.3,102.0,1.0
Cn1c(=O)c2c(SCC(=O)N3CCOCC3)nc(-c3ccccc3Cl)nc2n(C)c1=O,2.4,-0.5,0.1,99.0,-2.3,5.0,7.5,107.0,0.0
Cc1ccccc1C(=O)NC(=S)NCc1cccnc1,12.2,-0.1,-0.7,99.0,5.3,-11.0,24.8,82.0,-0.9
O=C(O)C1Cc2[nH]cnc2C(c2ccc(F)cc2)N1 (configuration not stated),9.3,0.7,0.2,85.0,-2.4,-7.0,27.7,85.0,6.2
CN(C)CCN(Cc1cc2cc3c(cc2[nH]c1=O)OCCO3)C(=S)NCC1CCCO1 (configuration not stated),5.3,0.9,0.3,99.0,-4.0,0.0,23.6,99.0,-2.1
O=C(Nc1ccc(NC(=S)NC(=O)c2ccco2)cc1)c1ccccc1,5.3,9.9,5.7,101.0,-10.3,-1.0,12.0,96.0,-7.5
CCN(CC)CCN(C(=O)CCS(=O)(=O)c1ccccc1)c1nc2cc(C)cc(C)c2s1,14.1,0.8,0.1,105.0,-7.4,14.0,43.1,123.0,4.8
O=S(=O)(NCC(Nc1ccc(Cl)cc1)c1ccccc1)c1ccccc1 (configuration not stated),10.6,-1.1,-2.7,99.0,-4.3,-2.0,-12.5,112.0,-18.2
Cc1ccc(S(=O)(=O)Oc2ccc(/C=C(/NC(=O)c3ccccc3)C(=O)NCCC(=O)O)cc2)cc1,1.3,-0.2,-0.6,99.0,-4.4,-4.0,28.1,94.0,3.3
CCCNC(=O)Cn1cnc2sc(C(=O)N3CCCC(C(=O)OCC)C3)c(C)c2c1=O (configuration not stated),-10.1,1.6,-0.6,99.0,x,3.0,12.9,103.0,-1.3
O=C1c2cccc3cc(Br)cc(c23)C(=O)N1Nc1ccccc1,-10.7,-0.9,-1.2,100.0,2.2,1.0,31.4,97.0,-18.1
c1ccc(-c2cc(-c3ccccc3)n3ncnc3n2)cc1,-1.9,-1.5,-2.4,100.0,-9.1,0.0,-2.7,101.0,5.5
COCCN(C(=O)COC(=O)c1ccccc1Oc1ccccc1)c1c(N)n(Cc2ccccc2)c(=O)[nH]c1=O,15.1,-0.1,-0.9,104.0,-1.1,8.0,17.0,107.0,-6.9
CCCN1C(=O)c2ccc(C(=O)Nc3ccccc3C(=O)O)cc2C1=O,7.8,0.6,-0.7,101.0,-8.5,1.0,15.6,103.0,-3.2
Cc1ccc(S(=O)(=O)N2CCC(C(=O)OCC(=O)Nc3cc(S(C)(=O)=O)ccc3Cl)CC2)cc1C,1.8,2.3,-0.3,98.0,-1.0,-4.0,28.7,95.0,-1.5
CCn1cnc2cc(NC(=O)c3ccco3)ccc21,-16.4,1.3,0.9,83.0,-2.0,1.0,-1.1,91.0,1.6
COc1cccc(-c2c(C(=O)N/N=C/c3ccc(C)o3)nnn2-c2nonc2N)c1,15.0,4.5,4.1,105.0,-0.7,1.0,3.9,101.0,-0.4
COC(=O)c1ccc2c(=O)[nH]c(CN3c4ccccc4CC3C)nc2c1 (configuration not stated),-10.1,-0.2,1.2,93.0,-4.6,-10.0,11.4,87.0,0.2
O=C(NCc1ccc2c(c1)OCO2)c1ccc(S(=O)(=O)N2CCCCC2)cc1,14.6,2.4,-0.3,97.0,-3.2,-5.0,-5.9,95.0,2.8
Cc1cc(NS(=O)(=O)c2cc(Cl)sc2Cl)no1,-3.3,0.1,1.7,107.0,-9.7,17.0,39.9,106.0,-9.5
COc1ccc(Br)cc1CNC(=O)Cn1nc(C)n2cccc2c1=O,-1.0,0.0,-1.0,103.0,-1.6,5.0,22.3,104.0,-1.4
CCN(Cc1ccccc1)S(=O)(=O)c1ccc(C(=O)Nc2nnc(-c3ccccc3OC)o2)cc1,10.2,-0.8,-1.8,x,0.1,x,20.4,x,-5.4
CC(=O)Nc1cccc(/C(C)=N/NC(=O)c2cccs2)c1,22.1,0.5,-0.3,105.0,-1.8,0.0,3.0,103.0,-7.3
Cc1cc(C)cc(N2C(N)=NC(N)=NC2c2ccccc2F)c1 (configuration not stated),2.8,-0.3,-0.6,104.0,-8.1,15.0,-2.0,110.0,-5.3
O=C1CC(=O)NC(SCC(=O)Nc2ccccc2[N+](=O)[O-])=N1,-1.4,-1.1,0.1,104.0,-7.6,6.0,14.3,103.0,-2.5
COC(=O)Cn1ccc2cc(S(=O)(=O)N3CCCCC3)ccc21,20.6,3.6,2.8,101.0,-7.6,2.0,26.1,99.0,-11.3
CC(C)[C@H](NS(=O)(=O)c1ccc(Cl)cc1)C(=O)OCC(=O)NCCN1C(=O)CSC1=O,19.4,1.2,-0.2,98.0,-3.2,0.0,47.9,102.0,-8.0
CCOc1cc(C(=O)CCC(=O)OCC(=O)Nc2ccc(C)c(S(=O)(=O)N(C)C)c2)ccc1O,6.0,1.0,-0.1,98.0,-0.6,0.0,8.2,101.0,-19.8
O=C(Nc1ccc2c(c1)OCO2)c1ccc(Cl)s1,12.8,-0.2,-2.1,101.0,-7.2,1.0,-4.2,99.0,8.8
CCOc1c(Cl)cc(CNC(C)(C)CC(C)(C)C)cc1OC,3.3,0.1,0.0,97.0,-8.0,4.0,7.8,107.0,-3.1
COc1ccc(Cn2cc3c(-c4ccc(F)cc4)nnc-3c3cc(OC)c(OC)cc32)cc1,22.6,0.6,-0.2,118.0,-0.6,57.0*,-2.0,188.0*,4.8
Cc1ccc(C(=O)Nc2ncc3c(n2)CC(c2ccco2)CC3=O)cc1 (configuration not stated),3.9,-0.7,0.1,83.0,3.9,-13.0,38.9,82.0,-1.5
CCOC(=O)C(C)NC(=O)C(NC(=O)C1CCC(CC)CC1)C(C)C (configuration not stated),x,-0.9,-1.4,99.0,-4.2,-7.0,8.2,94.0,-9.3
O=C(CCN1C(=O)C2C3C=CC(C3)C2C1=O)N1CCN(c2cccc(Cl)c2)CC1 (configuration not stated),27.1,3.7,2.3,106.0,-1.1,8.0,21.5,105.0,-5.6
O=C(O)CSc1nc(C(F)(F)F)cc(=O)n1-c1ccccc1,-3.0,0.4,4.7,95.0,-3.3,-3.0,12.2,95.0,-2.7
CC(C)(C)OC(=O)NCCNC(=O)c1cccs1,14.6,0.7,0.8,100.0,-2.7,3.0,8.3,102.0,-12.0
CN(C)C(=O)CSc1nnc(-c2cccnc2)n1-c1ccccc1,-12.8,-0.1,0.0,96.0,2.4,-2.0,-0.1,98.0,-8.5
CCOC(=O)c1cnc2c(-c3ccccc3)cnn2c1N,-1.6,-1.1,-0.1,103.0,-7.0,0.0,11.4,103.0,-8.4
CS(=O)(=O)NCCNc1ccc(Cl)cc1[N+](=O)[O-],3.2,1.5,0.2,101.0,-5.4,-1.0,16.5,105.0,-3.9
Cc1cccc(-c2cc3c(N=O)c4ccccc4c-3n[nH]2)c1,-4.5,0.2,-0.2,101.0,-1.3,-6.0,27.7,91.0,0.7
COc1ccc(C2Nc3ccccc3NC3=C2C(=O)CC(C)(C)C3)c(OC)c1OC (configuration not stated),-4.0,-0.2,0.1,103.0,-5.3,2.0,x,99.0,-9.2
O=C(NCC12CC3CC(C1)CC(CNC(=O)N1CCCC1)(C3)C2)N1CCCC1,2.0,0.2,-0.8,98.0,-5.8,4.0,-22.8,102.0,-7.2
CCn1c(-c2cc(-c3ccc(OC(C)C)cc3)nc3ccccc23)n[nH]c1=S,-17.0,-0.5,-1.3,101.0,x,4.0,97.4*,93.0,-11.6
O=C(CCN1C(=O)C2C3CCC(C3)C2C1=O)Nc1ccc(Br)cc1 (configuration not stated),11.6,0.2,-0.4,99.0,-0.5,-1.0,12.6,98.0,5.4
NC(=O)/C(=C/c1ccco1)C(N)=S,7.1,2.2,0.8,101.0,-1.1,2.0,-3.6,99.0,-21.0
Cc1nnsc1C(=O)N(Cc1ccccc1)C(C)C,x,-0.4,-0.7,89.0,-1.9,-23.0,36.4,94.0,-8.9
CCOP(=O)(OCC)C(Nc1ccc(OC)cc1)c1ccco1 (configuration not stated),-8.3,-0.1,-0.7,103.0,-5.8,3.0,-3.0,105.0,-7.4
O=C(CC(C(=O)O)c1ccccc1)c1cccs1 (configuration not stated),15.5,0.4,0.3,105.0,-5.2,3.0,3.8,100.0,-13.1
COc1ccc(C(=O)Nc2c(Cl)cc(Cl)cc2C(=O)NCc2ccco2)cc1,10.5,-1.1,-1.2,97.0,-4.1,6.0,-54.0,103.0,-5.1
COc1ccc(S(=O)(=O)N2CCC(C(=O)NCCN3CCOCC3)CC2)cc1OC,12.7,-0.6,0.6,102.0,-7.9,2.0,14.3,100.0,-1.5
COc1ccc(OC)c(CNC(=O)c2ccc(C)c(NC(=O)C3=C(C)OCCS3)c2)c1,-24.8,2.0,-0.5,98.0,-5.3,3.0,31.5,101.0,10.4
Cc1cccc(NC(=O)c2sc(NC(=O)COc3ccccc3)c(C#N)c2C)c1C,17.1,0.6,-0.2,97.0,3.1,-2.0,3.2,98.0,-5.5
Cc1ccc2[nH]c3c(c2c1)CCC3=O,-3.0,-0.8,-1.2,95.0,-6.5,-3.0,18.4,94.0,-0.9
Cc1ccccc1OCCCSc1nc2ccccc2[nH]1,57.9,5.3,1.2,109.0,-4.8,4.0,1.1,109.0,1.3
COc1ccc(C(=O)Nc2ccccc2C(=O)NCCCn2ccnc2)cc1,28.1,x,x,122.0*,-1.2,11.0,-2.2,121.0,-15.7
CCCC(=O)NC(C)c1nc2ccccc2n1C(C)C (configuration not stated),x,-0.3,-0.9,106.0,x,7.0,11.7,111.0,-4.2

# Exported with tabs: entries from further up.
Molecule	NALP1 yeast inh	V1aR counter	OXTR agonist	MEKK3 PB1 HTS	GalR3 antagonist	MEKK2 mut-MEK5	PHOSPHO1 block	MEKK2 WT-MEK5	GPR7 antag
Cc1cccc(NC(=O)c2sc(NC(=O)COc3ccccc3)c(C#N)c2C)c1C	17.1	0.6	-0.2	97.0	3.1	-2.0	3.2	98.0	-5.5
O=C(CCN1C(=O)C2C3CCC(C3)C2C1=O)Nc1ccc(Br)cc1 (configuration not stated)	11.6	0.2	-0.4	99.0	-0.5	-1.0	12.6	98.0	5.4
COc1ccc(C(=O)Nc2ccccc2C(=O)NCCCn2ccnc2)cc1	28.1	x	x	122.0*	-1.2	11.0	-2.2	121.0	-15.7

# Compound activity (PubChem)
